# Assay outcomes as filed in PubChem.
# a7 integrin act = qHTS for Activators of Integrin-Mediated Alleviation for Muscular Dystrophy | alpha7betagal myoblasts, beta-gal FDG fluorescence, 48 h | Potency, µM (highest dose often 38.3 µM), for inactives: at the highest dose activation, most hits filed as activators | 350,000 tested, 0.064% active | AID 624291, 2012;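 further: potency means the concentration at half of the fitted maximal effect; 100% = response of the positive control SU9516; nearly all actives have a fitted effect of over 60% in size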
#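 Alpha7betagal+/- myoblasts (passage 13) were plated 16-24 hr, then exposed to compounds (1:260 dilution of DMSO stock) for 48 hours at 37C. After MPER lysis, β-galactosidase reporter activity was read as FDG fluorescence (ex 480/em 540) after 30 minutes.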
# S-ASM inh = Inhibitors of Secretory Acid Sphingomyelinase (S-ASM): qHTS | AID 504937, 2011 | 340,000 tested, 0.006% active | Sphingomyelin phosphodiesterase (Homo sapiens), P17405 | Potency, µM (titrated, usually from 57.5 µM), for the others: at the highest dose activity change, negative = inhibition, most hits filed as inhibitors | placental ASM, HMU-PC fluorogenic substrate, 60 min; further: potency means the concentration at half of the fitted maximal effect
# Target sequence (P17405 47-631 limits assumed): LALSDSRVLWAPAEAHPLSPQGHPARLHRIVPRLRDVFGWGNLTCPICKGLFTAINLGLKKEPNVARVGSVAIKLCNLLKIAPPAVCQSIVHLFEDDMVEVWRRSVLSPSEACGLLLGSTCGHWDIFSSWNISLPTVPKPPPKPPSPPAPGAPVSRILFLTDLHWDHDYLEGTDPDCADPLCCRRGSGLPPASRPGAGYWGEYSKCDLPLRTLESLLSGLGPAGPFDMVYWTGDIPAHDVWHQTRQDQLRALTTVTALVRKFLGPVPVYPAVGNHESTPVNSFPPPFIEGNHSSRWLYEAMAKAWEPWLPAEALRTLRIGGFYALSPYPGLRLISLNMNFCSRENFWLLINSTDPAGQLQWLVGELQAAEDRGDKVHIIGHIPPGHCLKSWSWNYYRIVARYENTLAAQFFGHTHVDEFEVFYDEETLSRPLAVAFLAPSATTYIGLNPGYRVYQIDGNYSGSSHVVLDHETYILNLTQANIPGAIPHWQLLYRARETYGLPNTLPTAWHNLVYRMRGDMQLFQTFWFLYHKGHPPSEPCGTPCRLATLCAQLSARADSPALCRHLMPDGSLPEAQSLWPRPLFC
#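 Fluorescence read-out (Ex 386 nm, Em 447 nm) after stopping the reaction at pH 10. Enzyme: ASM from human placenta; substrate HMU-PC0, 9 uM final; 60 min, 37 °C. Compound preincubation 10 min, ambient temperature.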
# Coupling enz = qHTS Assay for Inhibitors of Fructose-1,6-bisphosphate Aldolase from Giardia Lamblia: Coupling assay counterscreen. coupling enzyme system counterscreen, AmpLite Red fluorescence. activity change, negative = inhibition, % at 58.2 µM, hits read low. 290,000 tested, 0.67% active; in the data active means activity change below about -30%; further: on the % scale 0 is the no-effect control and ±100 the full control effect
#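 Compounds tested against the coupling enzymes alone at 57.5 uM final; readout was AmpLite Red fluorescence (525/598 nm) after 20 min at RT.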
# B2AR arrestin = qHTS assay of beta-arrestin-biased ligands of beta2-adrenergic receptor. Potency, µM (highest dose often 46.1 µM), for the others: top-dose activation, usual class: activators. 330,000 tested, 0.02% active. beta-arrestin recruitment to beta2AR, cell-based reporter;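 further: potency means the concentration at half of the fitted maximal effect; 0% = DMSO controls and full agonism = EC100 isoproterenol or metaproterenol; nearly all actives have a fitted effect of over 65% in size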
# Tb PFK inh = qHTS Assay to Find Inhibitors of T. brucei phosphofructokinase; AID 485367, 2010; 330,000 tested, 0.17% active; T. brucei PFK, ADP-Glo luminescence; ATP-dependent 6-phosphofructokinase (Trypanosoma brucei brucei), O15648; Potency, µM (doses to about 57.5 µM), for the others: at the top dose activity, negative = inhibition, usual class: inhibitors;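 further: potency means the concentration at half of the fitted maximal effect; 0% = uninhibited 1x PFK enzyme wells and -100% = no-enzyme wells; nearly all actives have a fitted effect of over 60% in size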
#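 Luminescent ADP detection (ADP-Glo, two-step: ATP depletion then ADP-to-ATP conversion for luciferase) reported PFK activity after 45 min room-temperature reaction of 1.25 nM enzyme with 0.5 mM F6P and 0.1 mM ATP at pH 8.0.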
# PKM2 act = qHTS Assay for Activators of Human Muscle isoform 2 Pyruvate Kinase; Pyruvate kinase PKM (Homo sapiens), P14618; purified PKM2, Kinase-Glo ATP luminescence, activation; response scale: 0% is enzyme alone, no compound; Potency, µM (series often up to 57.5 µM), without a hit: top-dose activation, most hits filed as activators; 260,000 tested, 0.34% active; AID 1631, 2009; further: potency means the concentration at half of the fitted maximal effect; on the % scale 0 is the no-effect control and ±100 the full control effect; nearly all actives have a fitted effect of over 55% in size
# Target sequence (P14618 whole entry, looked up, canonical isoform): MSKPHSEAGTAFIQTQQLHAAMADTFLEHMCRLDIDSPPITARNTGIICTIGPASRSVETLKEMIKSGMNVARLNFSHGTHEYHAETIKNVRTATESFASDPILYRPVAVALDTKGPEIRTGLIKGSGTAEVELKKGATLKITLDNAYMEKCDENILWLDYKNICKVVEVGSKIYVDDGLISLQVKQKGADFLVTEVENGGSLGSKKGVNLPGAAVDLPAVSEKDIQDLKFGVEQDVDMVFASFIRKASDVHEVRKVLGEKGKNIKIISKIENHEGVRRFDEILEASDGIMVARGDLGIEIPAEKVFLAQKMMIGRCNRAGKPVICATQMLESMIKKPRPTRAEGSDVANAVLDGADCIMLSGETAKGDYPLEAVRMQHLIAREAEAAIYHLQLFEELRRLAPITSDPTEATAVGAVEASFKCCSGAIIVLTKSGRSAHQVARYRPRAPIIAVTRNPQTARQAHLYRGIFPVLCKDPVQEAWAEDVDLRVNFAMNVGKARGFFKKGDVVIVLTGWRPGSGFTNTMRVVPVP
#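 Purified hPK-M2 (>95% pure) converted ADP (0.1 mM final) to ATP with 0.5 mM PEP in 50 mM imidazole pH7.2, KCl, MgCl2, Tween 20, BSA; 1 h at room temperature. ATP detected by Kinase-Glo luminescence.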
# Giardia killer = Small Molecules that selectively kill Giardia lamblia: qHTS; activity change, % at 7.66 µM, hits read low; 340,000 tested, 0.15% active; Giardia lamblia trophozoite viability; AID 540267, 2011; in the data active means activity change below about -80%; inconclusive means between about -30% and that limit;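 further: parasites exposed to compound for two days anaerobically before the ATP read; on the % scale 0 is the no-effect control and ±100 the full control effect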
#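 Killing of trophozoites was scored by loss of ATP luminescence after a 48 hrs anaerobic exposure to compounds at 37 deg C, using 100 cells per well.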
# TSG101-PTAP inh = qHTS Assay for Iinhibitors of HIV-1 Budding by Blocking the Interaction of PTAP/TSG101. Tumor susceptibility gene 101 protein (Homo sapiens), Q99816. Fluorescence polarization, FITC-PTAP peptide / Tsg101 binding. Potency, µM (highest dose often 115 µM), for inactives: at the top dose activity change, negative = inhibition, usual class: inhibitors. 340,000 tested, under 10 active; active means well fitted inhibition curve with a large enough effect in the main read-out, with a control signal flat, not every such curve was filed as active; inconclusive means small, poorly fitted or top-dose-only effect, or effect the other way, or a change in a side signal; inactive means no such curve, though single readings can be large or run the other way; further: potency means the concentration at half of the fitted maximal effect; % of control where 0% means no effect
#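 Fluorescence polarization binding of Tsg101 binding domain (10 uM final) to FITC-labeled PTAP peptide (50 nM final) in HEPES pH 7.5 buffer with NaCl, Tween 20, EDTA, TCEP. Compounds added before peptide; binding 20 min at RT.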
# GALK inhibitor = qHTS Assay for Inhibitors of Human Galactokinase (GALK); Purified GALK, Kinase-Glo residual ATP luminescence; Potency, µM (highest dose often 57.5 µM), inactives show at the highest dose activity change, negative = inhibition, hits mostly inhibitors; 270,000 tested, 0.007% active; further: potency means the concentration at half of the fitted maximal effect; on the % scale 0 is the no-effect control and ±100 the full control effect
#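 5 nM enzyme, 35 uM ATP, 100 uM galactose, 20 mM HEPES pH8.0, 5 mM MgCl2; 1 h RT; residual ATP by Kinase-Glo Plus luminescence, qHTS format.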
# Menin-MLL TR inh = qHTS Assay for Inhibitors Targeting the Menin-MLL Interaction in MLL Related Leukemias: Competition With Texas Red Labeled MLL-derived Mutant Peptide | AID 1768, 2009 | Potency, µM (doses to about 61.6 µM), for inactives: at the highest dose FP activity change, negative = inhibition, usual class: inhibitors | Menin + Texas Red MLL mutant peptide, fluorescence polarization | 270,000 tested, 0.23% active; active means well fitted inhibition curve with a large enough effect in the polarisation, with a control signal flat, not every such curve was filed as active; inconclusive means small, poorly fitted or top-dose-only effect, or effect the other way, or a change in a side signal; inactive means no such curve, though single readings can be large or run the other way; the % refers to the polarisation; further: potency means the concentration at half of the fitted maximal effect; % of control where 0% means no effect; many of its hits are not listed in these tables
# Chronic BCR inh = qHTS Assay to Find Inhibitors of Chronic Active B-Cell Receptor Signaling; ABC-DLBCL IkBa-CBG/CBR reporter, luminescence ratio, 4 h; Potency, µM (titrated, usually from 46.1 µM), for the others: at the highest dose ratio change, negative = lower green/red ratio, most hits filed as inhibitors; 340,000 tested, 0.05% active; AID 493014, 2011; active means well fitted inhibition curve with a large enough effect in the signal ratio, with a control signal flat, not every such curve was filed as active; inconclusive means small, poorly fitted or top-dose-only effect, or effect the other way, or a change in a side signal; the % refers to the signal ratio;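 further: potency means the concentration at half of the fitted maximal effect; plate controls were basal doxycycline-induced cells for no effect and cells given 10 µM MG132 for full effect; MG132 reads +100%, hits lower the ratio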
#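 TMD8 human ABC-DLBCL cells with doxycycline-inducible IκBα–green luciferase fusion and unfused red luciferase, in 0.5% FBS medium; compounds up to 46 uM, 4 h at 37C. Green/red luminescence ratio, filter-overlap corrected, fitted to concentration-response curves.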
# * marks the source's active call; other numbers are inactive results; ? = inconclusive; · = no result given; [ ] = remark or other dose. Unless noted, the call rests on the fitted dose curve; in most records, active means well fitted curve in the direction sought with a large enough effect; inconclusive means small, poorly fitted or top-dose-only effect, or another doubt; inactive means no such curve, though single readings can be large; an effect the other way counts as inactive or inconclusive.
SMILES,a7 integrin act,S-ASM inh,Coupling enz,B2AR arrestin,Tb PFK inh,PKM2 act,Giardia killer,TSG101-PTAP inh,GALK inhibitor,Menin-MLL TR inh,Chronic BCR inh
O=C(O)c1cc2cccc(S(=O)(=O)N3CCOCC3)c2cc1O,-6%,19%,8,-1.2%,2%,-9%,-2,-1%,3%,-17%,4%
Cc1ccc(OCC(=O)NCc2ccccn2)cc1,-10%,0%,0,-0.3%,-5%,2%,3,-3%,4%,-8%,7%
COc1cccc(OC)c1OCCCc1c(C)n[nH]c1C,-2%,0%,-8,-0.3%,0%,-3%,10,1%,0%,-12%,2%
Cc1ccc(-c2nc3ccccc3[nH]2)cc1NC(=O)c1ccc2c(c1)OCO2,-7%,-9%,0,0.8%,2%,0%,-28,-3%,1%,7%,-7%
O=C(CSc1nnc(Cc2ccccc2)o1)c1ccccc1,-26%,0%,0,9.0%,-3%,0%,-7,1%,9%,3%,2%
O=C(CN1CCC(Cc2ccccc2)CC1)N1CCc2ccccc2C1,-32%,-3%,-1,-0.1%,-2%,4%,8,-2%,11%,-12%,1%
CCOC(=O)Cc1ccc(NC(=O)c2ccc([N+](=O)[O-])cc2)cc1,-34%,-1%,1,-0.2%,7%,-2%,-9,-1%,-2%,20%,-2%
Cc1cccc(C(C)C)c1NC(=O)c1cc2ccccc2o1,30%,-1%,1,-0.3%,0%,0%,-6,-6%,0%,4%,12%
Cc1ccc(-c2noc(CCCC(=O)NCC3CCCO3)n2)cc1 (centres undefined),-21%,2%,3,-0.8%,-4%,·,-4,-1%,-2%,18%,?
COCCCNC(=O)c1cc(C(=O)c2c(-c3c(Cl)cccc3Cl)noc2C)c[nH]1,-24%,-1%,-1,0.5%,3%,-1%,-16,-3%,0%,-6%,?
O=C1c2sc3nc4ccccc4n3c2C(=O)N1c1ccccc1Cl,3%,-10%,0,-0.1%,-7%,-9%,22,-6%,-5%,?,?
CC(Sc1ccccc1)C(=O)NN=C1CCCC1 (centres undefined),2%,1%,3,-0.3%,-2%,1%,0,-2%,6%,-11%,-9%
CCCCOc1ccc(S(=O)(=O)n2c(C)nc3ccccc32)cc1,-23%,-3%,6,-0.2%,-8%,7%,13,1%,-5%,12%,0%
CCOC(=O)CCC(=O)NNC(=O)COc1ccc(C(C)C)cc1Br,11%,-3%,0,0.1%,0%,1%,3,0%,1%,0%,-1%
Cc1cc2c(C)c(C)c(=O)[nH]c2cc1N,35%,331%[activator],-6,0.1%,0%,-2%,-4,-1%,-4%,-1%,8%
Cc1ccc(-c2ncns2)cc1,-2%,9%,1,-0.3%,0%,-6%,4,-3%,1%,·,-6%
O=C1C2C3c4ccccc4C(c4ccccc43)C2C(=O)N1c1nc(-c2ccccc2)cs1 (centres undefined),2%,3%,-6,-1.1%,1%,1%,-2,-6%,·,11µM*,-4%
COC(C[C@H](O)CC(=O)COCc1ccccc1)OC,7%,-3%,-1,0.0%,-3%,-1%,5,-3%,-3%,·,1%
COc1ccc(C)cc1NS(=O)(=O)c1ccc(Br)s1,7%,-3%,-11,-0.1%,-3%,-1%,-5,-3%,-2%,11%,2%
Cc1ccc2c(c1)nnn2C1CCN(C(=O)NCc2ccccc2)CC1,-6%,6%,-2,0.1%,-5%,-14%,7,-2%,7%,0%,-21%
COc1ccc(CNC(=O)CN2C(=O)C(c3ccccc3)Oc3cccnc32)cc1 (centres undefined),19%,0%,4,0.1%,1%,1%,23,-2%,·,1%,-24%
Cc1ccc(C(=O)O/N=C(\N)c2ccccn2)cc1Cl,-11%,1%,-2,-0.5%,-2%,-12%,-22,2%,3%,-24%,?
COc1cccc(CC(=O)OCC(=O)N(C)CC(=O)Nc2ccc(Cl)c(C(F)(F)F)c2)c1,15%,-1%,·,-0.1%,3%,·,1,-9%,·,·,?
CCOc1ccc(CN2CCNC(=O)C2CC(=O)NCCN2CCOC2=O)cc1 (centres undefined),18%,·,·,-0.1%,-17%,-1%,5,-7%,6%,·,?
COc1ccc(OC)c(N(C)S(=O)(=O)c2cc3c(cc2C)NC(=O)CO3)c1,-18%,4%,0,0.3%,4%,3%,?,-8%,·,10%,9%
SMILES,a7 integrin act,S-ASM inh,Coupling enz,B2AR arrestin,Tb PFK inh,PKM2 act,Giardia killer,TSG101-PTAP inh,GALK inhibitor,Menin-MLL TR inh,Chronic BCR inh
Cc1ccc2cc(CN(Cc3ccco3)C(=S)NCC3CCCO3)c(=O)[nH]c2c1 (centres undefined),20%,-4%,-7,-1.0%,-1%,3%,24,0%,8%,5%,-11%
O=S(=O)(Nc1nc2ccccc2nc1Cl)c1ccc(F)cc1,?,22%,5,-0.1%,-2%,-9%,9,0%,0%,·,26%
O=C(NCCCN1CCN(c2ccc(F)cc2)CC1)NC12CC3CC(CC(C3)C1)C2,-63%[inhibitor],-1%[11.5 µM],2,0.3%,-3%,·,-10,-2%,-2%,?,2%
N#CCC(=O)Nc1ccc(C(=O)OCC(=O)N=c2sccn2Cc2ccccc2Cl)cc1,-1%,-6%,·,-0.1%,1%,·,-8,3%,·,·,-8%
COc1ccc(NC(=O)C2CCN(c3nnnn3-c3ccccc3)CC2)cc1,1%,1%,-1,0.1%,0%,1%,-17,0%,-3%,-23%,3%
COC(=O)c1c(C)[nH]c(C(=O)C(C)OC(=O)C2CC(=O)N(CCc3ccccc3)C2)c1C (centres undefined),8%,-2%,·,-0.2%,0%,·,3,-2%,·,·,0%
Cc1ccc(OCC(=O)Nc2ccc(N3CCOCC3)cc2)cc1,27%,2%,-1,0.0%,-3%,-1%,1,-1%,6%,-10%,1%
CN=C(Nc1cc(C)nn1CCC#N)c1ccccc1,8%,-3%,2,-0.4%,2%,-7%,-2,0%,1%,15%,-1%
CSc1nsc(NC(=O)CCNC(=O)c2ccc([N+](=O)[O-])cc2)n1,-26%,-5%,2,-0.2%,0%,3%,11,-2%,5%,11%,17%
COc1cccc(/C=c2\s/c(=C\C(=O)C(C)(C)C)[nH]c2=O)c1,2%,-6%,0,0.2%,-3%,0%,-3,-3%,10%,?,1%
CC(C)N(C(=O)[C@H]1CC(CC(=O)NCCCN(C)C)C(=O)N2CCc3c([nH]c4ccccc34)[C@]12C)C(C)C (some centres undefined),7%,7%,·,0.2%,0%,·,-18,-1%,·,·,?
Cc1ccc(-c2csc(SCC(=O)Nc3cc(C)on3)n2)cc1,-36%,1%,1,0.4%,-2%,7%,-6,-8%,-1%,?,-14%
O=C(/C=C/c1ccccc1)N1CCN(Cc2nc3ccccc3c(=O)[nH]2)CC1,-33%,2%,2,-0.3%,-4%,-9%,-7,-11%,-1%,-17%,7%

# In the list so far, these have bromine:
SMILES,a7 integrin act,S-ASM inh,Coupling enz,B2AR arrestin,Tb PFK inh,PKM2 act,Giardia killer,TSG101-PTAP inh,GALK inhibitor,Menin-MLL TR inh,Chronic BCR inh
CCOC(=O)CCC(=O)NNC(=O)COc1ccc(C(C)C)cc1Br,11%,-3%,0,0.1%,0%,1%,3,0%,1%,0%,-1%
COc1ccc(C)cc1NS(=O)(=O)c1ccc(Br)s1,7%,-3%,-11,-0.1%,-3%,-1%,-5,-3%,-2%,11%,2%

# Taken from above.
# COC(=O)c1c(C)[nH]c(C(=O)C(C)OC(=O)C2CC(=O)N(CCc3ccccc3)C2)c1C (centres undefined) – Giardia killer = 3
# CN=C(Nc1cc(C)nn1CCC#N)c1ccccc1 – S-ASM inh = -3%

# An excerpt (hit frequency here may not be typical).
